# FID counter – displaces DNA intercalator in HCV helicase counter-screen. DNA fluorescent intercalator displacement, fluorescence. 290,000 compounds, 0.17% hits. AID 1845. inhibition, % at 7.9 µM; in the data active means inhibition above about 37%;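 further: 0% = vehicle and 100% = reference compound; higher means more ethidium bromide displaced from hairpin DNA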
# PHOSPHO1 block – PHOSPHO1 (human) inhibition. Q8TCT1. recombinant PHOSPHO1, absorbance phosphatase assay. inhibition, % at 13.3 µM. 290,000 compounds, 1.1% hits; in the data active means inhibition above about 60%
# NALP1 yeast inh – blocks the NALP1 inflammasome reconstituted in yeast; 280,000 compounds, 0.61% hits; inhibition, % at 10 µM; S. cerevisiae NALP1/ASC/caspase-1 growth, X-gal OD620, 72 h; in the data active means inhibition mostly above about 24%, no sharp cut-off; inactive means mostly below about 32%; further: some compounds called inactive have numbers as strong as hits
# MEKK2 mut-MEK5 – signal of MEK5 binding to mutant human MEKK2 PB1 domain. 290,000 compounds, 0.35% hits. AID 1530. percent response, % at 10 µM. bead flow cytometry, Alexa488-MEK5 binding to MEKK2 mutant; in the data active means percent response above about 24%, passing the limit was not always enough; further: inactives centre near 1; some results filed as inactive read as strong as hits; reference of the scale not given here
# GPR7 antag – human neuropeptides B/W receptor 1 antagonism | inhibition, % at 4.4 µM | AID 1861 | 290,000 compounds, 1.1% hits | GPR7-expressing cells, fluorescence antagonist assay; in the data active means inhibition above about 16%, passing the limit was not always enough;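 further: cells stimulated with the agonist NPW; 0% = agonist with vehicle and 100% = vehicle without agonist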
# OXTR agonist – human OXTR agonism. CHO-OTR cells, Fluo-8 calcium fluorescence; normalized: DMSO 0%, oxytocin 100%. AID 2435. P30559. 320,000 compounds, 0.32% hits. activation, % at 3 µM;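 active means activation above the mean of all tested compounds plus 3 SD, cutoff set per screening run, cut at about 20% in these data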;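 further: peak over basal fluorescence ratio from a 100 s FLIPR kinetic read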
# Target sequence (P30559 whole entry, looked up): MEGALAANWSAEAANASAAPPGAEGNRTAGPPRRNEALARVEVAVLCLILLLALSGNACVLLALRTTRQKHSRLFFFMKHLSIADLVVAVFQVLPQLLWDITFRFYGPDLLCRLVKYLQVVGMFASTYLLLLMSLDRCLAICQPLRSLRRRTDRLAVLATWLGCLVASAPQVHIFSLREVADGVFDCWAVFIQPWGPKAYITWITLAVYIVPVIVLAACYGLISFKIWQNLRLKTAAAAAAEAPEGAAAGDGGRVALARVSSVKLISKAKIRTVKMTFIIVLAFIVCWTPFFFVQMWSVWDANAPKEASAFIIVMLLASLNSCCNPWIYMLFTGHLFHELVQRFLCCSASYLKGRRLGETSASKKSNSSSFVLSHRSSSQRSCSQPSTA
# MEKK2 WT-MEK5 – raises or lowers MEK5 binding to wildtype human MEKK2 PB1 domain; AID 1531; 290,000 compounds, 1.1% hits; binding response (% of control), % at 10 µM; bead flow cytometry, Alexa488-MEK5 binding to MEKK2 WT; actives lie on both sides; in the data active means binding response below about 67% or above about 130%
# MEKK3 PB1 HTS – modulators (inhibitors or enhancers) of MEK5 binding to human MEKK3 PB1 domain. binding response (% of control), % at 10 µM. bead-based flow cytometry, Alexa488-MEK5 binding to MEKK3; actives lie on both sides; 0 = blocked by unlabeled MEK5, 100 = vehicle. 290,000 compounds, 1.4% hits. Q99759;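 active means binding response more than 3 SD above or below the average of its plate-row segment, actives on both sides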;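 further: Alexa488 bead fluorescence after subtracting the streptavidin-only scavenger bead signal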
# Target sequence (Q99759 whole entry, looked up, the tested form may be a part): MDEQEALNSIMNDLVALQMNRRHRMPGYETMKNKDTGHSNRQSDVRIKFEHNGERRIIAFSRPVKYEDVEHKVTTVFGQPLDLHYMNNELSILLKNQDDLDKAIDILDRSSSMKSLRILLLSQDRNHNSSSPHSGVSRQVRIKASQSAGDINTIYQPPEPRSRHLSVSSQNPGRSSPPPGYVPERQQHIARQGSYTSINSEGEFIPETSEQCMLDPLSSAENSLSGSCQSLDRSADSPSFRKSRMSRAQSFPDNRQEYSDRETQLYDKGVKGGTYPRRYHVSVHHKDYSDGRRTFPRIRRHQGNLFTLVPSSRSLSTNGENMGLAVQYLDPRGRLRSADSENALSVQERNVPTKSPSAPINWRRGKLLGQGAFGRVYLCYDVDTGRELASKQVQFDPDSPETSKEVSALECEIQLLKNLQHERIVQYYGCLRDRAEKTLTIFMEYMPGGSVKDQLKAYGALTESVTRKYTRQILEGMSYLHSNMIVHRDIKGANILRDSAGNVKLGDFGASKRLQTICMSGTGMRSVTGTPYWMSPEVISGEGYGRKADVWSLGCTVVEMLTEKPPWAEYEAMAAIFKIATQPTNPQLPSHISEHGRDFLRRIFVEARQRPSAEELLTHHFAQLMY
# PfM18AAP inh – PfM18AAP enzyme inhibition; recombinant PfM18AAP, H-Glu-NHMec fluorogenic cleavage; 290,000 compounds, 1.2% hits; inhibition, % at 7.35 µM;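 active means inhibition above the campaign mean inhibition over all tested compounds plus 3 SD, cut at about 28% in these data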;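 further: 0% = plate median of test compound wells and 100% = 2 mM ZnCl2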
# Starred values were filed as active, the others as inactive; nt = not tested or not shown.
SMILES,FID counter,PHOSPHO1 block,NALP1 yeast inh,MEKK2 mut-MEK5,GPR7 antag,OXTR agonist,MEKK2 WT-MEK5,MEKK3 PB1 HTS,PfM18AAP inh
Cc1ccc(CN2CCN(/N=C/c3cccs3)CC2)cc1,0.5,23.2,45.3,1.0,-5.9,-1.6,99.0,100.0,-7.0
O=C(CSc1nnc(-c2ccncc2)o1)NC1CCCCC1,4.7,-0.5,0.9,-9.0,-5.0,0.6,89.0,97.0,1.1
O=C1CC(c2cccs2)c2cc3c(cc2N1)OCO3 (configuration not stated),-3.5,27.6,10.2,-1.0,-7.2,2.5,97.0,101.0,-6.1
Cn1cc(S(=O)(=O)NCc2ccc(F)cc2)c(=O)n(C)c1=O,-3.8,-7.4,8.7,2.0,-4.0,0.3,102.0,103.0,-10.5
COc1ccccc1Cc1nc2ccccc2n1S(=O)(=O)c1ccc(Cl)cc1,0.7,13.4,25.0,1.0,0.6,-0.1,98.0,105.0,-13.4
Cc1nn(CC(=O)NNC(=O)c2cccc(Br)c2)c(C)c1[N+](=O)[O-],-4.8,38.3,9.9,8.0,-4.9,0.0,115.0,107.0,-3.0
CN1C(=O)CSc2ccc(NC(=O)Nc3ccccn3)cc21,-18.8,9.4,-7.9,nt,4.5,-1.8,nt,nt,17.3
COc1ccc(N(C(=O)c2snc(C(N)=O)c2N)C(C(=O)NC2CCCC2)c2cc(OC)ccc2OC)cc1 (configuration not stated),-37.2,27.9,-9.8,7.0,-3.3,-0.5,97.0,104.0,1.9
COc1ccc(NC(=O)CN(C)C(=O)c2oc3ccccc3c2C)cc1,-7.5,37.3,0.9,0.0,0.9,-1.1,104.0,117.0,-4.3
c1ccc2c3c([nH]c2c1)-c1[nH]ncc1CC3,2.0,39.1,-1.7,1.0,-8.4,2.5,101.0,101.0,-4.2
Brc1ccc(-c2csc(N3CCC(c4ccccc4)C3)n2)cc1 (configuration not stated),1.6,-14.3,-1.8,-3.0,-1.3,0.7,94.0,96.0,3.1
O=C(Nc1ccc(Br)cn1)c1ccc(Cl)s1,-1.5,40.9,-10.6,2.0,-3.3,-1.7,99.0,98.0,6.9
C1CCCCCC(NCCN2CCNCC2)CCCCC1,17.4,41.2,nt,22.0,8.0,-0.5,158.0*,105.0,1.8
CSCCC(NS(=O)(=O)c1ccc(C)cc1)C(=O)N1CCCC1 (configuration not stated),-3.7,8.7,-1.1,-5.0,8.0,0.8,95.0,99.0,-2.6
CNC(=O)Cc1nc2ccccc2n1CC(=O)Nc1cc(C)cc(C)c1,-21.5,4.1,3.6,2.0,3.0,0.4,99.0,98.0,-0.7
COc1cc(OC)cc(C(=O)NC2CCN(CCCOc3ccccc3)CC2)c1,7.4,34.0,12.5,8.0,-10.8,3.2,116.0,102.0,1.8
O=C(CC1C(=O)NCCN1Cc1cccc(C(F)(F)F)c1)NC1CCOCC1 (configuration not stated),-17.6,56.2,0.1,5.0,2.2,nt,107.0,100.0,5.3
COc1ccc(-c2n(Cc3ccccc3)c3ccccc3[n+]2Cc2ccccc2)cc1,6.0,32.3,6.4,-21.0,56.2*,-1.4,68.0,72.0,0.5
O=C(Nc1ccccc1F)C1C2C=CC3(O2)C1C(=O)N(c1cccnc1)C3C(=O)NC1CCCCC1 (configuration not stated),-8.5,-1.6,21.8,-2.0,1.8,0.5,104.0,109.0,-7.4
O=C(COC(=O)CNC(=O)c1ccccc1)Nc1nc(-c2ccccc2)cs1,-12.3,-1.0,35.9,18.0,-5.7,1.9,110.0,99.0,3.8

# Grouped by structure: the compounds so far containing bromine.
SMILES,FID counter,PHOSPHO1 block,NALP1 yeast inh,MEKK2 mut-MEK5,GPR7 antag,OXTR agonist,MEKK2 WT-MEK5,MEKK3 PB1 HTS,PfM18AAP inh
Cc1nn(CC(=O)NNC(=O)c2cccc(Br)c2)c(C)c1[N+](=O)[O-],-4.8,38.3,9.9,8.0,-4.9,0.0,115.0,107.0,-3.0
Brc1ccc(-c2csc(N3CCC(c4ccccc4)C3)n2)cc1 (configuration not stated),1.6,-14.3,-1.8,-3.0,-1.3,0.7,94.0,96.0,3.1
O=C(Nc1ccc(Br)cn1)c1ccc(Cl)s1,-1.5,40.9,-10.6,2.0,-3.3,-1.7,99.0,98.0,6.9

# More results.
SMILES,FID counter,PHOSPHO1 block,NALP1 yeast inh,MEKK2 mut-MEK5,GPR7 antag,OXTR agonist,MEKK2 WT-MEK5,MEKK3 PB1 HTS,PfM18AAP inh
O=C(COC(=O)C12CC3CC(CC(C3)C1)C2)N1CCN(S(=O)(=O)c2ccccc2)CC1,-6.3,-86.3,8.9,-4.0,-12.4,1.3,90.0,91.0,-1.8
CCc1nc2sc3c(O)cc(=O)[nH]c3c2cc1C,-2.2,7.6,13.6,1.0,-12.9,0.1,101.0,99.0,1.9
CCN(c1ccccc1)c1nc2ccsc2c(=O)s1,-7.3,2.9,9.4,-5.0,-1.9,-2.0,94.0,98.0,-8.4
COc1ccccc1N1CCN(/N=C(\C)c2ccccc2O)CC1,-12.0,nt,11.8,-10.0,23.0,-0.9,96.0,100.0,11.8
Cc1ccc(C(=O)NS(=O)(=O)c2ccc(N=NN(C)C)cc2)cc1,-26.3,10.2,0.9,-1.0,-4.3,0.5,101.0,101.0,-2.1
CCOc1ccc(C(C)NC(=O)c2cccc(F)c2)cc1 (configuration not stated),-4.1,-8.1,42.8,-1.0,7.8,1.9,98.0,96.0,-0.1
O=C(Nc1nc(-c2ccco2)cs1)c1ccccc1,-3.6,88.5*,15.2,-2.0,-9.7,-0.6,96.0,100.0,-4.3
CCCCNS(=O)(=O)c1ccc2nc(-c3cccnc3)cc(C(=O)NCCOC)c2c1,-23.7,-1.4,nt,10.0,0.4,0.2,97.0,104.0,0.7
CC(C)c1ccccc1NC(=S)NC(C)c1ccccc1 (configuration not stated),-10.6,-9.3,nt,-2.0,-12.3,-1.5,96.0,100.0,-4.2
CC(CN1CCOCC1)OC(=O)c1cccc(Cl)c1 (configuration not stated),-8.1,39.0,2.4,4.0,-3.4,0.0,101.0,104.0,-3.4
CSc1ccc(CN(C)C(C)C(=O)NCC2CCCCC2)cc1 (configuration not stated),-2.4,10.3,23.4,2.0,4.9,-1.6,101.0,103.0,0.7
NCCc1nnc(SCc2ccccc2)o1,2.8,10.1,16.2,1.0,-4.9,0.8,98.0,101.0,0.2
CC1=C(N2CCOCC2)CCC1=O,nt,nt,nt,4.0,nt,0.3,101.0,104.0,nt
COc1ccc(S(=O)(=O)Nc2ccc(Oc3ccsc3C(=O)O)cc2)cc1,-20.2,14.1,5.7,4.0,1.0,-0.4,105.0,102.0,-15.2
C/C(=N\NC(=O)c1cccc(Cl)c1)c1cccc(NC(=O)C(C)C)c1,-8.7,46.0,8.4,10.0,-3.5,-1.0,110.0,111.0,-3.7
CC1(C)CCCC2=C1CC1C(=O)N(N)C(=O)C1C2 (configuration not stated),-7.7,-5.9,16.7,-12.0,4.6,-0.4,91.0,89.0,-10.7
N/C(=N\OC(=O)c1cccs1)c1ccccc1,-2.9,-14.4,36.4,-1.0,1.5,-1.7,99.0,96.0,0.1
CN(C)c1ccc([N+](=O)[O-])cc1C(=O)NCC(c1ccco1)N(C)C (configuration not stated),3.9,23.7,15.3,-7.0,-7.4,0.5,97.0,97.0,6.8
COc1ccc2c(c1)CC/C(=C\c1ccc(OC)c(Cn3cccn3)c1)C2=O,-30.9,-6.4,10.6,-5.0,2.0,6.6,88.0,90.0,-42.9
COc1cccc(OCC(O)CN(CCO)Cc2ccccc2)c1 (configuration not stated),17.8,12.6,2.0,2.0,9.4,0.7,99.0,97.0,-3.0

# An excerpt from above, showing only NALP1 yeast inh and MEKK3 PB1 HTS.
molecule | NALP1 yeast inh | MEKK3 PB1 HTS
CC1=C(N2CCOCC2)CCC1=O | nt | 104.0
CCc1nc2sc3c(O)cc(=O)[nH]c3c2cc1C | 13.6 | 99.0

# Continuation:
SMILES,FID counter,PHOSPHO1 block,NALP1 yeast inh,MEKK2 mut-MEK5,GPR7 antag,OXTR agonist,MEKK2 WT-MEK5,MEKK3 PB1 HTS,PfM18AAP inh
Cc1ccc(S(=O)(=O)N(Cc2ccc(Cl)cc2)c2ccccc2C(=O)NCc2ccco2)cc1,-28.4,-1.8,30.8,3.0,-0.1,0.8,102.0,99.0,1.5
Cn1c(SCC(=O)N2CCc3ccccc3C2)nnc1-c1ccncc1,-6.5,-2.0,14.4,-2.0,-15.6,0.3,96.0,94.0,3.2
COc1ccccc1NC(=O)NCCCCc1ccccc1,-21.6,33.5,16.3,4.0,-2.2,-1.4,102.0,98.0,4.8
O=C(c1ccc(Br)cc1)c1cc(-c2ccccn2)c(N2CCOCC2)s1,-4.8,8.5,8.9,2.0,-10.2,0.6,107.0,108.0,7.0
CCOC(=O)C1=C(c2ccccc2)O/C(=C(\C(=O)OC)C(F)(F)F)S1,-1.1,12.8,33.3,6.0,2.2,-0.3,105.0,103.0,6.7
CC(C)(C)OC(=O)NCCc1nnc(SCC(=O)Nc2cccc(Cl)c2)o1,-11.8,-0.7,-5.8,-7.0,-6.0,11.8,98.0,102.0,-3.2
COc1ccccc1C(=O)NCC(=O)N=Nc1c(O)n(C(C)C)c2ccccc12,-22.3,30.2,28.6,-6.0,-3.6,-0.6,95.0,98.0,0.8
CCNC(=S)Nc1cc(-c2ccc(Cl)cc2)[nH]n1,-15.9,-44.7,-1.6,-1.0,-5.5,-1.0,96.0,100.0,-6.1
COc1ccc2c(c1)c(CC(=O)Nc1nnc(C3CC3)s1)c(C)n2C(=O)c1ccc(Cl)cc1,-8.2,43.6,nt,-13.0,-10.8,-0.4,92.0,94.0,-3.2
COc1ccc(NC(=O)NNS(=O)(=O)c2ccc(OC)c(OC)c2)c(OC)c1,-8.7,41.4,22.1,-4.0,-17.9,-0.3,99.0,102.0,-3.1
CCN1C(=O)CC(C(=O)OC)=C1C,-0.3,-25.8,-3.0,1.0,-2.6,0.5,100.0,102.0,7.0
O=C(Nc1ccc(F)cc1)c1nc[nH]c1C(=O)O,-1.4,24.1,18.4,-2.0,2.9,-0.3,96.0,100.0,-7.3
Cc1ccc(N(C(=O)NC2CCCCC2)C2=NCCCCC2)cc1,-1.3,1.1,15.2,3.0,-7.2,-1.3,101.0,102.0,-7.5
Cc1cc(NC2CCCC2)n2nc(C)c(-c3ccccc3)c2n1,-14.9,29.2,16.5,0.0,-27.9,-2.4,101.0,102.0,-2.5
Cc1nnc(NC(=O)CCS(=O)(=O)c2ccccc2)s1,-2.3,-26.1,35.3,-2.0,2.1,0.4,98.0,101.0,-1.1
O=C(NCCOc1ccccc1)c1cc(C(=O)NCCOc2ccccc2)cc([N+](=O)[O-])c1,-5.3,-7.4,21.6,2.0,9.0,11.9,105.0,106.0,2.1
CCCCNc1nnc(SCC(=O)c2c[nH]c3ccccc23)s1,-7.2,7.9,9.1,-1.0,-6.3,-1.1,86.0,97.0,2.1
CCOC(=O)c1c(N)sc2c1CCC1C(=O)N(C3CCCCC3)C(=O)C21 (configuration not stated),-13.6,23.5,13.8,-1.0,-11.3,-0.2,92.0,97.0,1.1
COc1ccc(-c2ccnc3nc(Sc4ncc(C(F)(F)F)cc4Cl)nn23)cc1,-3.3,18.3,-3.7,3.0,-13.5,-0.9,94.0,98.0,2.1
CC(=O)c1c(N2CCN(c3cccc(Cl)c3)CC2)nc(=S)n(-c2ccccc2)c1C,-17.7,-20.9,-3.8,3.0,-8.2,-0.3,102.0,107.0,0.1
COc1ccc(CC(=O)OCC(=O)Nc2ccc(C(=O)Nc3ccc(OC)cc3)cc2)cc1,-4.2,15.2,-2.0,6.0,-12.5,1.1,101.0,102.0,-6.8
COc1ccccc1NC(=O)Cc1noc(CSc2nnc(C)n2C)n1,0.2,-43.4,-16.8,-47.0,-10.6,-0.3,98.0,92.0,2.4
C#CCOCCOCCOCCNc1nc(N2CCN(C(=O)[C@H](Cc3ccc(O)cc3)n3cc(C(N)CC(C)C)nn3)CC2)nc(N2CCN(C(=O)[C@H](CCC(=O)O)n3cc(C(N)[C@H](C)CC)nn3)CC2)n1 (some centres not stated),17.7,9.3,20.9,5.0,-3.1,-0.5,106.0,102.0,-9.0

# Bioassay records deposited in PubChem by several laboratories.
